Screening data deposited in PubChem by National Center for Advancing Translational Sciences (NCATS).
Pol eta inh: qHTS for Inhibitors of Polymerase Eta. recombinant Pol eta, fluorescent DNA replication assay. Potency, µM (top dose mostly 114 µM), inactives show at the top dose activity change, negative = inhibition, hits mostly inhibitors. 390,000 tested, 1.2% active. AID 588591, 2011; further: potency means the concentration at half of the fitted maximal effect; on the % scale 0 is the no-effect control and ±100 the full control effect
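Pol eta at 10 nM preincubated with compounds 15 min at room temperature; reaction started with fluorescent substrate (50 nM final) and read kinetically at 0 and 10 min.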
GLS inhibitor: qHTS for Inhibitors of Glutaminase (GLS). 410,000 tested, 0.21% active. Glutaminase kidney isoform, mitochondrial (Homo sapiens), O94925. GLS enzymatic activity, qHTS titration. Potency, µM (series often up to 45.5 µM), for the others: at the highest dose activity change, negative = inhibition, usual class: inhibitors; further: potency means the concentration at half of the fitted maximal effect; on the % scale 0 is the no-effect control and ±100 the full control effect
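hKGA in 45 mM KH2PO4 (pH 8.2), 0.02% Tween-20 with compound, then 1mM L-Glutamine (stock as added) plus glutamate oxidase/HRP/Amplex red coupling mix. Fluorescence read initially and after 30 min at RT; signal change reflects glutamate formation.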
HP1b chromo inh: HTS for Inhibitors of HP1-beta Chromodomain Interactions with Methylated Histone Tails. Potency, µM (titrated, usually from 114 µM), without a hit: at the top dose activity change, negative = inhibition, actives largely listed as inhibitors. AlphaScreen HP1-beta / biotin-H3K9me3 peptide binding. 390,000 tested, 0.56% active; further: potency means the concentration at half of the fitted maximal effect; nearly all actives have a fitted effect of over 70% in size; inactives centre near 23
Target sequence (P83916 whole entry, looked up): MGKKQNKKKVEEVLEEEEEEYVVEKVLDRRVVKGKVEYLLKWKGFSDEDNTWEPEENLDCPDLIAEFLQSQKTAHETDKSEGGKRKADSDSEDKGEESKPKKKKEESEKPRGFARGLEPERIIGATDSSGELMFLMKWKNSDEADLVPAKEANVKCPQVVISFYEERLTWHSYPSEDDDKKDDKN
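Compound inhibition of the preformed complex between 50 nM HP1-beta and 50 nM biotinylated H3K9me3 peptide was read by AlphaScreen. Buffer was PBS pH 7.4 with 0.01% Tween-20. Incubations ran 30 min at room temperature, with 10 ug/mL donor/acceptor beads.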
Tb PGK inh: qHTS Assay to Find Inhibitors of Phosphoglycerate Kinase. Potency, µM (doses to about 57.5 µM), for the others: at the top dose activity change, negative = inhibition, hits mostly inhibitors. Phosphoglycerate kinase, glycosomal (Trypanosoma brucei brucei), P07378. PGK/GAPDH coupled, Kinase-Glo luminescence, 60 min. 380,000 tested, 0.043% active; further: potency means the concentration at half of the fitted maximal effect; on the % scale 0 is the no-effect control and ±100 the full control effect; nearly all actives have a fitted effect of over 60% in size
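Luminescent ATP detection (Kinase-Glo Plus) follows a 60-minute room-temperature incubation, with wells lacking PGK as controls. Buffer: 100 mM TEA (pH 7.6), 5 mM MgCl2, 0.01% Tween-20. Coupling enzyme GAPDH (100 nM final) supplies unstable 1,3-BPG in-well.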
PI4K2A inh: qHTS for small molecular inhibitors of PI4K2A; Phosphatidylinositol 4-kinase type 2-alpha (Homo sapiens), Q9BTU6; purified PI4K2A, ADP-Glo luminescence, 1 h; hits give low values; activity change, negative = inhibition, % at 76.9 µM; 420,000 tested, 0.13% active; in the data active means activity change below about -50%; inconclusive means mostly about -30% to -49%;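 further: -100% = wells without enzyme as full effect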
Target sequence (Q9BTU6 whole entry, looked up): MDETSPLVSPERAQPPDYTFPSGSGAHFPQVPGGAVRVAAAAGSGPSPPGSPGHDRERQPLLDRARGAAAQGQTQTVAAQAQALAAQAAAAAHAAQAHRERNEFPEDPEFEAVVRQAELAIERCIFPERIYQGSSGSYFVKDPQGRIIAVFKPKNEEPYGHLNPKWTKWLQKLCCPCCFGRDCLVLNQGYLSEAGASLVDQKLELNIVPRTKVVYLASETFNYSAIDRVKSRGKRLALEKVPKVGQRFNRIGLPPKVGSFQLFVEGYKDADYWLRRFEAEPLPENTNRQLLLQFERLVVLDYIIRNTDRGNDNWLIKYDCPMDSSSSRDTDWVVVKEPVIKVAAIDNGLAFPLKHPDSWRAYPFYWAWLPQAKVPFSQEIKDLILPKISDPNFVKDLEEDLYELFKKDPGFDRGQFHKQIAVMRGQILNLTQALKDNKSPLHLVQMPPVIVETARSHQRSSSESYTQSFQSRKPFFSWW
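PI4K2A activity was measured by ADP-Glo luminescence: enzyme (4 ug/mL stock) and phosphatidylinositol (1.2 mM stock) in Tris pH 7.5/MgCl2/EGTA/Triton X-100 buffer were reacted with ATP (300 microM stock) for one hour at ambient temperature.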
G9a inh: qHTS Assay for Inhibitors of Histone Lysine Methyltransferase G9a; G9a H3K9 monomethylation, AlphaScreen, 2 h; Potency, µM (highest dose often 102 µM), inactives show at the highest dose activity, negative = inhibition, most hits filed as inhibitors; 350,000 tested, 8.8% active; AID 504332, 2011; further: potency means the concentration at half of the fitted maximal effect; on the % scale 0 is the no-effect control and ±100 the full control effect; nearly all actives have a fitted effect of over 75% in size
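Step 1: enzyme (final 20 nM) with compound, 15 min RT. Step 2: substrate peptide 500 nM and SAM 20 uM, 2 h RT. Step 3: anti-H3K9me1 antibody and AlphaScreen beads, 10 min, then plate read.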
Pin1 inh: qHTS Assay to Find Inhibitors of Pin1. 390,000 tested, 0.009% active. Potency, µM (series often up to 115 µM), for the others: at the top dose activity, negative = inhibition, hits mostly inhibitors. Peptidyl-prolyl cis-trans isomerase NIMA-interacting 1 (Homo sapiens), Q13526. Pin1 FP peptide displacement, HiFluor488, 10 min; active means well fitted inhibition curve with a large enough effect in the polarisation, with a control signal flat, not every such curve was filed as active; inconclusive means small, poorly fitted or top-dose-only effect, or effect the other way, or a change in a side signal; inactive means no such curve, though single readings can be large or run the other way; the % refers to the polarisation; further: potency means the concentration at half of the fitted maximal effect; on the % scale 0 is the no-effect control and ±100 the full control effect
Target sequence (Q13526 whole entry, looked up): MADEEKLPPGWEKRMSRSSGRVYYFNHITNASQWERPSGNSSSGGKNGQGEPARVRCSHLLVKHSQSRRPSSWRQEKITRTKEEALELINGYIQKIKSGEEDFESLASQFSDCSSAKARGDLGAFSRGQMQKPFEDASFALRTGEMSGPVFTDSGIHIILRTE
JMJD2A Tudor: qHTS Assay for Inhibitors of JMJD2A-Tudor Domain; Potency, µM (doses to about 114 µM), for inactives: at the highest dose activity change, negative = inhibition, actives largely listed as inhibitors; 390,000 tested, 4.4% active; Lysine-specific demethylase 4A (Homo sapiens), O75164; AlphaScreen JMJD2A-Tudor / H3K4me3 peptide binding; AID 504339, 2011; further: potency means the concentration at half of the fitted maximal effect; on the % scale 0 is the no-effect control and ±100 the full control effect; nearly all actives have a fitted effect of over 50% in size
BAZ2B block: qHTS Assay for Inhibitors of BAZ2B; AlphaScreen BAZ2B-H3K14Ac peptide displacement; Potency, µM (doses to about 114 µM), inactives show at the highest dose activity change, negative = inhibition, most hits filed as inhibitors; 360,000 tested, 4.4% active; AID 504333, 2011; further: potency means the concentration at half of the fitted maximal effect; on the % scale 0 is the no-effect control and ±100 the full control effect; nearly all actives have a fitted effect of over 60% in size
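AlphaScreen luminescence quantifies BAZ2B engagement of H3K14Ac peptide; the protein and biotinylated peptide are both at 50 nM final, buffer PBS pH 7.4 with 0.01% Tween-20, all steps at room temperature.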
The depositor's hits bear a star; i = inactive; ? = inconclusive; . = no result given; [ ] = another dose, or the depositor's remark. Unless noted, the call rests on the fitted dose curve; in most records, active means well fitted curve in the direction sought with a large enough effect; inconclusive means small, poorly fitted or top-dose-only effect, or another doubt; inactive means no such curve, though single readings can be large; an effect the other way counts as inactive or inconclusive. A portion of the library; count on the stated rates, not on these rows.

SMILES | Pol eta inh | GLS inhibitor | HP1b chromo inh | Tb PGK inh | PI4K2A inh | G9a inh | Pin1 inh | JMJD2A Tudor | BAZ2B block
Cc1ccc(/C=C2\SC(=S)N(CCCC(=O)Nc3cc(C)on3)C2=O)cc1 | 11.7% | 13.4% | 28.6% | -6.7% | -1.8 | . | -11.7% | -9.0% | -1.4%
Cc1ccc(C(=O)NCCSc2c(C)[nH]c3ccccc23)cc1[N+](=O)[O-] | -28.7% | -1.4% | 3.7% | 8.2% | -0.7 | 50.1µM* | 7.3% | ? | ?
O=C(CC1=NCCNC(c2ccccc2)C1)c1ccccc1O (stereo not given) | -22.5% | 7.7% | 27.2% | i | -1.9 | -7.3%[59 µM] | -2.0% | -18.6% | ?
Cc1ccnc2nc(C(=O)OCC(=O)Nc3ccccc3C(C)(C)C)nn12 | -16.8% | 0.4% | 20.9% | -4.5% | -2.5 | 11.4% | -3.3% | -12.2% | 0.4%
Cc1nc2ccccn2c1/C(O)=C1\C(=O)C(=O)N(CCN(C)C)C1c1ccco1 (stereo not given) | -11.9% | -0.4% | 25.8% | 3.4% | 2.8 | ? | -12.6% | -16.8% | -28.4%
COc1ccccc1-c1nnc(SCC(=O)Nc2ccc(S(N)(=O)=O)cc2)n1C | -12.8% | 5.3% | 38.0% | 7.2% | 4.2 | -9.4% | -3.9% | -14.7% | 3.4%
Cc1cccc(NS(=O)(=O)c2cccc(C(=O)N3CCN(c4ccccn4)CC3)c2)c1 | -24.2% | -5.0% | 24.5% | -2.7% | -4.9 | -3.3% | 1.7% | -16.1% | -18.2%
S=C(c1ccccc1)N1CCN(C(=S)c2ccccc2)CC1 | -17.2% | 1.9% | 39.4%[activator] | 0.0% | -2.7 | ? | -8.7% | 1.4% | -29.0%
Cc1ccc(N(C(=O)C2CCCO2)C2C=CS(=O)(=O)C2)cc1Cl (stereo not given) | -0.8% | -1.9% | 10.1% | -1.2% | -1.0 | 5.5%[12.7 µM] | 4.1% | -14.5% | 10.0%
COc1cc(NC(=O)c2ccc(-c3ccc(Br)cc3)o2)ccc1NC(=O)C(C)C | -6.3% | -2.7% | 23.0% | 0.0% | -2.4 | 15.5% | -0.7% | 0.0% | -2.4%
CN(Cc1ccccc1)C(=O)COC(=O)c1ccccc1NS(=O)(=O)c1cccc(N)c1 | -18.9% | 0.0% | 5.3% | -1.5% | -3.1 | -15.7% | 8.9% | -22.7% | -4.0%
C=CC[C@H](CC(=O)N(CCO)Cc1ccccc1)C(=O)N[C@@H](COC(=O)[C@H](CC=C)CC(=O)OC(C)(C)C)Cc1c[nH]c2ccccc12 | -22.2% | -3.1% | 13.1% | -3.8% | 4.1 | . | 2.0% | ? | .
COc1ccc(-c2nnc(SCC(=O)NCc3cccs3)n2C(C)C)cc1 | -10.0% | -2.4% | 32.9% | -4.6% | -6.4 | -1.6%[12.7 µM] | 2.0% | 0.7% | 5.7%
O=C(NN1C(=O)C2C3C=CC(C3)C2C1=O)C(O)c1ccccc1 (stereo not given) | -0.5% | -4.3% | 37.8% | -2.5% | 5.4 | 6.8% | 2.2% | -12.4% | -0.4%
CCc1noc(C)c1C(=O)Nc1nc(-c2ccccc2)c(C(C)=O)s1 | -18.0% | 3.1% | 30.9% | 0.3% | 4.3 | 21.6%[12.7 µM] | -0.9% | -19.3% | -4.5%
COc1ccc(CNC(=O)CCc2c(C)nc3nc(CNC(=O)OC(C)(C)C)nn3c2C)cc1 | -5.1% | -0.2% | 21.8% | 7.1% | -1.6 | -5.8%[59 µM] | -7.5% | 1.7% | 3.3%
Cc1ccsc1C(=O)N1CCCC(CCC(=O)N2CCN(c3ccccn3)CC2)C1 (stereo not given) | 1.0% | 1.2% | 23.9% | 4.0% | -0.2 | 8.3% | -1.3% | -7.7% | -0.5%
CCCCCN(C(=O)NC(=O)Nc1ccc(C)cc1)S(=O)(=O)c1ccccc1 | -17.6% | 0.2% | 53.6% | -8.5% | 1.5 | 2.0%[59 µM] | 8.8% | -7.8% | -8.3%
CC(=O)c1cccc(NC(=O)N2CCC(CN3CCCCC3)CC2)c1 | -2.6% | 5.3% | -4.9% | i | -0.1 | -3.4%[59 µM] | -9.0% | -13.5% | 2.8%
Cc1ccc(C)c(S(=O)(=O)NCc2ccc(C(=O)NCc3ccccn3)cc2)c1 | -7.4% | -3.9% | 21.7% | i | -5.6 | 10.3%[2.33 µM] | 0.7% | -23.7% | 0.9%
Cc1nccn1CCOc1ccc(Cl)cc1 | -15.7% | 3.3% | ? | -12.2% | 1.0 | 8.91µM* | -0.9% | 4.47µM* | 44.7µM*
COc1ccc(N2CCN(C3CCCN(C(=O)c4ccoc4)C3)CC2)cc1 (stereo not given) | -21.0% | 23.7% | 27.6% | i | -1.7 | ? | -1.8% | -7.4% | -21.8%
O=c1c2ccccc2sc2nc(C3CCCCC3)n(Cc3ccco3)c(=O)c12 | ? | -16.4% | 9.1% | -10.3% | 0.3 | ? | 64.6%[activator] | -24.6% | ?
Cc1ccsc1/C=N/Nc1ccc(Cl)nn1 | 2.8% | -0.1% | 22.3% | -4.0% | -4.0 | ? | -7.2% | -22.1% | -32.3%
COc1ccccc1NC(=O)c1ccc(NC(=O)CN2CCCC2)cc1 | -0.7% | 1.7% | 37.9% | 0.5% | 2.4 | -42.2% | -9.1% | -18.6% | -16.1%
CCNC(=O)CSc1nnc(-c2cccc(S(=O)(=O)N(CC)CC)c2)n1CCc1ccccc1 | -6.8% | 67.7%[activator] | ? | 5.0% | -1.4 | 14.0% | -1.8% | ? | -2.8%
CCOC(=O)CN1C(C(=O)c2ccccc2)=C(OC(=O)c2ccccc2)c2ccccc2S1(=O)=O | . | -8.0% | -2.6% | . | 57.5 | -21.5%[59 µM] | 2.6% | -22.0% | -27.2%
CCc1ccc(CNC(=O)CN2C(=O)c3cccnc3Oc3ccc(C)cc32)cc1 | 1.6% | 5.9% | 16.1% | i | 2.4 | 0.4%[59 µM] | ? | -6.9% | 1.4%
O=C(/C=C/c1c(Cl)nc2ccccn12)N1CCN(c2ccccc2F)CC1 | -3.8% | 5.6% | 21.7% | -9.4% | -3.5 | 0.5% | 2.3% | -9.1% | -14.2%
CCC(C)NC(=O)CCCc1ccccc1 (stereo not given) | -5.7% | -4.0% | 26.9% | i | 8.7 | -2.9%[59 µM] | 1.3% | -1.7% | 8.8%
COc1cccc(C(c2sc3ncnn3c2O)N2CC(C)OC(C)C2)c1 (stereo not given) | 2.4% | 0.7% | 33.0% | -1.3% | 4.9 | -9.8%[59 µM] | 1.1% | -4.2% | -0.8%
O=C(Nc1nccs1)c1ccc(COc2ccccc2)o1 | -5.2% | -1.5% | 14.8% | -0.3% | -0.2 | 30.7% | 1.2% | -3.6% | -17.8%
CCc1cc2c(SCC(=O)N(CC)c3c(N)n(Cc4ccccc4)c(=O)[nH]c3=O)ncnc2s1 | -11.4% | 0.9% | 38.8% | 7.4% | 8.9 | ? | 9.8% | 5.5% | -16.3%
CN(C)c1cccc(C(=O)OCC(=O)NCC2CCCO2)c1 (stereo not given) | -8.1% | 31.0%[activator] | 11.1% | -2.6% | -4.3 | -41.7% | 1.4% | -12.8% | -11.5%
Cc1cc2nc(-c3ccc(=O)[nH]c3)n(C)c2cc1C | -13.4% | 2.3% | 16.7% | 1.3% | -10.5 | 1.6% | 5.4% | 1.7% | -9.2%
COP(=O)(OC)c1nc(-c2ccccc2)oc1NCc1ccccc1 | -14.4% | -33.5% | 20.9% | -4.5% | -0.2 | 20.8%[59 µM] | -7.1% | -21.3% | -28.6%
CN1CCC(=NNC(=O)C(=O)NC2CCCC2)CC1 | -10.2% | -5.5% | 4.9% | -6.6% | 2.9 | -4.8% | 0.2% | 39.8µM* | ?
COC(=O)[C@@]1(Cc2ccc(OC)cc2)[C@H]2c3cc(C(=O)N4CCCC4)n(CCO)c3C[C@H]2CN1C(=O)c1ccccc1 | 3.5% | 2.2% | 10.2% | i | 1.7 | 50.1µM* | 0.1% | -28.9% | -31.8%

Shown with two lines to a compound: part of the list above.
Sequence of screens: Pol eta inh | GLS inhibitor | HP1b chromo inh | Tb PGK inh | PI4K2A inh | G9a inh | Pin1 inh | JMJD2A Tudor | BAZ2B block
> CCNC(=O)CSc1nnc(-c2cccc(S(=O)(=O)N(CC)CC)c2)n1CCc1ccccc1
 : -6.8% | 67.7%[activator] | ? | 5.0% | -1.4 | 14.0% | -1.8% | ? | -2.8%
> O=C(Nc1nccs1)c1ccc(COc2ccccc2)o1
 : -5.2% | -1.5% | 14.8% | -0.3% | -0.2 | 30.7% | 1.2% | -3.6% | -17.8%
> COc1ccccc1NC(=O)c1ccc(NC(=O)CN2CCCC2)cc1
 : -0.7% | 1.7% | 37.9% | 0.5% | 2.4 | -42.2% | -9.1% | -18.6% | -16.1%
> COc1cccc(C(c2sc3ncnn3c2O)N2CC(C)OC(C)C2)c1 (stereo not given)
 : 2.4% | 0.7% | 33.0% | -1.3% | 4.9 | -9.8%[59 µM] | 1.1% | -4.2% | -0.8%
